IL-1B inflam inh: inflammasome signaling inhibition, IL-1 beta readout | AID 743279 | activity change, % at 57.5 µM | THP-1 LPS/ATP IL-1B secretion, AlphaLISA, 16 h; active compounds read low | actives 4.7% (n = 360,000); in the data active = activity change below about -50%; inconclusive = mostly about -30% to -49%; also: % is scaled to controls: 0 for no effect and ±100 for the full control effect
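THP-1 cells pretreated 1 hr with compounds (up to 57.5 uM final), then stimulated with LPS (250 ng/mL final) plus ATP (1.25 mM final); secreted IL-1B measured by AlphaLISA after 16 hr, decreased signal indicating inhibition.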
ATXN viability: reduces viability in counter-screen for ATXN expression inhibitors | S2 cells (HEK-293 line with an ATXN2-luciferase reporter) viability, CellTiter-Fluor protease fluorescence, 24 h | Potency, µM (top dose mostly 56.7 µM), usual class: cytotoxic | actives 0.49% (n = 400,000); also: potency is read from the fitted curve at half-maximal effect; nearly all actives have a fitted effect of over 40% in size
HT1080 IDH1KD tx: HT-1080 IDH1 knockdown cell toxicity (counter line). HT-1080 IDH1 knockdown viability, ATP luminescence, 48 h. Potency, µM (highest dose often 46.1 µM), without a hit: top-dose activity, negative = toxicity, usual class: cytotoxic. actives 2% (n = 360,000);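 also: potency is read from the fitted curve at half-maximal effect; 0% = DMSO wells and -100% = cell-free medium wells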
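Using the IDH1-knockdown HT-1080 line run in the same batch and compound series as the NT line, viability after 48 h at 37 °C was determined by CellTiter-Glo luminescence and expressed as % activity.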
KB-3-1 cytotox: KB-3-1 parental cell cytotoxicity | KB-3-1 viability, CellTiter-Glo ATP luminescence, 72 h | Potency, µM (highest dose often 46.1 µM), without a hit: at the highest dose activity change, negative = cytotoxic, usual class: cytotoxic | actives 1.4% (n = 400,000); also: potency is read from the fitted curve at half-maximal effect; % is scaled to controls: 0 for no effect and ±100 for the full control effect; nearly all actives have a fitted effect of over 60% in size
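Cytotoxicity in the drug-sensitive parental line KB-3-1 was scored as loss of CellTiter-Glo luminescence following 72 h incubation with compound. Values come from curve fitting of normalized concentration-response data.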
ATXN2 expr inh: inhibitors of ATXN2 expression | HEK-293 ATXN2-luciferase reporter, luminescence, 24 h | Potency, µM (series often up to 57 µM), inactives show top-dose activity change, negative = inhibition, hits mostly inhibitors | actives 0.72% (n = 360,000); also: potency is read from the fitted curve at half-maximal effect; % is scaled to controls: 0 for no effect and ±100 for the full control effect; nearly all actives have a fitted effect of over 55% in size
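qHTS (up to 57 uM final) was run with 24 h compound exposure of reporter cells at 37 °C. Each well was multiplexed: SteadyGlo luminescence measured ATXN2-luciferase expression after a fluorogenic Gly-Phe-AFC viability readout (25 uM final).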
MCF10A rereplic: DNA re-replication induction in MCF 10a cells. Potency, µM (top dose mostly 46.1 µM), without a hit: top-dose activity, positive = re-replication, hits mostly activators. AID 624296. MCF 10A DNA re-replication, Hoechst nuclear intensity, 48 h. actives 2.9% (n = 350,000); also: potency is read from the fitted curve at half-maximal effect; % of control where 0% means no effect; nearly all actives have a fitted effect of over 50% in size
SW480 rerep: induces DNA re-replication in SW480 colon adenocarcinoma cells; SW480 DNA re-replication, Hoechst DNA content imaging, 48 h; Potency, µM (top dose mostly 46.1 µM), inactives show at the top dose re-replication activation, most hits filed as activators; actives 1.8% (n = 340,000); also: potency is read from the fitted curve at half-maximal effect; % of control where 0% means no effect; nearly all actives have a fitted effect of over 55% in size
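SW480 cells exposed to compounds for 48 hr at 37 C, 5% CO2, then Hoechst-stained 40 min. Nuclear DNA content imaged by fluorescence scanning (405 nm excitation, 500-530 nm emission); re-replication scored as increased high-intensity nuclei.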
HepG2 tox: counter-screen for TGF-b inhibitors: cytotoxicity in HepG2 cells. HepG2 CAGA-GFP viability, ATP luminescence, 18 h. Potency, µM (top dose mostly 46.1 µM), without a hit: at the top dose activity change, negative = cytotoxicity, hits mostly cytotoxic. actives 0.76% (n = 410,000). AID 588856; also: potency is read from the fitted curve at half-maximal effect; some results filed as inactive show a strong effect at the top dose
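CellTiter-Glo luminescence gave cytotoxicity after 18 hours at 37 degrees C. The cells were HepG2 CAGA-GFP in 1% FBS DMEM, stimulated with 500 pg/mL TGF-beta after compound addition. %Activity was normalised to no-cell wells (complete cell-killing) and DMSO (no toxicity), and curves were fitted and classified.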
HT1080NT lethal: kills 2HG-producing HT-1080-NT fibrosarcoma cells. HT-1080-NT fibrosarcoma viability, CellTiter-Glo ATP luminescence, 48 h. actives 1.6% (n = 360,000). AID 686970. Potency, µM (top dose mostly 46.1 µM), for the others: top-dose activity, negative = less viability, most hits filed as cytotoxic;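 also: NT is the 2HG producing partner of a matched IDH1 knockdown line; potency is read from the fitted curve at half-maximal effect; 0% = DMSO-treated cells and -100% = media-only wells without cells; nearly all actives have a fitted effect of over 55% in size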
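Luminescent CellTiter-Glo readout after 48 hours of compound exposure at 37 degrees C defined viability of HT-1080-NT cells. Activity was normalized to DMSO wells and cell-free media wells; concentration-response curves were fitted and assigned curve classes.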
* = called active by the depositor; i = inactive; ? = inconclusive; · = not tested or not shown; & = joins results of further samples. Unless noted, calls follow the shape of the dose curve; as a rule, active = well fitted curve in the direction sought with a large enough effect; inconclusive = small, poorly fitted or top-dose-only effect, or another doubt; inactive = no such curve, though single readings can be large; an effect the other way counts as inactive or inconclusive.

mol	IL-1B inflam inh	ATXN viability	HT1080 IDH1KD tx	KB-3-1 cytotox	ATXN2 expr inh	MCF10A rereplic	SW480 rerep	HepG2 tox	HT1080NT lethal
COCN(C#N)c1nc(N(C)C)nc(N(C)C)n1	11	i	18%	16%	-23%	-1%	-1%	-2%	22%
CC(=O)NC12CC3CC(C1)CC(C(=O)Nc1c(C)n(C)n(-c4ccccc4)c1=O)(C3)C2	0	i	6%	?	0%	-4%	-2%	-24%	16%
COc1cccc(-c2cnc(C(O)c3cccc(C)c3C)[nH]2)c1 (configuration not stated)	20	i	1%	-1%	11%	·	·	-13%	0%
CC(C)CNc1nc(NC(C)(C)C)nc(Oc2ccc(=O)[nH]n2)n1	6	i	1%	-1%	7%	3%	-12%	1%	-1%
COCCNc1nc(NCc2ccccc2F)c2sccc2n1	-19	?	-28%	-5%	?	·	·	-37%	-19%
COc1cc(NC(=O)CCc2nnc3ccc(N4CCCC4)nn23)cc(OC)c1OC	-17	i	1%	-2%	4%	19%	4%	1%	-2%
C[C@H](NC(=O)[C@@H]1CCC(=O)N1Cc1ccco1)c1ccccc1	-13	i	-3%	-17%	·	19%	0%	16%	-5%
CCOc1cc(CNCC2CCCO2)cc(Br)c1OCC(N)=O (configuration not stated)	-2	i	3%	11%	-1%	1%	-23%	-11%	-10%
CCOc1ccc(N2C(=O)C3Sc4[nH]c(=O)sc4C(/C=C/c4ccccc4)C3C2=O)cc1 (configuration not stated)	1	i	-13%	17%	-5%	?	1%	-94%	-5%
Cc1nc2ccc(S(=O)(=O)N(C)CC(=O)NCCc3ccccc3)cc2s1	-14	i	-3%	1%	4%	2%	11%	-4%	-5%
O/N=C\c1ccc2noc(-c3ccc(Cl)cc3)c2c1	25	i	-6%	1%	·	?	?	-39%	-3%
CCCC(c1nnnn1Cc1cccs1)N1CCN(c2ccc(OC)cc2)CC1 (configuration not stated)	?	i	-13%	7%	-10%	?	-4%	-8%	3%
Cc1nc2ccc(NC(=O)c3nn(C(C)C)c(=O)c4ccccc34)cc2s1	-11	i	-8%	16%	3%	5%	-8%	16%	12%
COc1ccc(CC(=O)NNS(=O)(=O)c2ccccc2)cc1OC	0	i	4%	-1%	-7%	-3%	1%	5%	?
COc1ccc(CN(CC2CCC(C(=O)O)CC2)C(=S)Nc2cc(C)cc(C)c2)cc1 (configuration not stated)	11	i	-1%	-4%	-1%	1%	1%	6%	0%
Cc1ccc(CN2CCN(Cc3nc(C(C)C)cs3)CC2CCO)cc1 (configuration not stated)	2	i	3%	-7%	·	-5%	-6%	0%	-25%
Cc1cc(C)cc(OCC(=O)N(Cc2ccc(Cl)cc2)C2CCS(=O)(=O)C2)c1 (configuration not stated)	·	i	·	-10%	2%	·	·	-26%	·
O=Cc1ccc(OC(=O)c2cccnc2)cc1	0	i	21%	4%	-5%	?	-2%	-1%	21%
N#Cc1ccc(NC(=O)COC(=O)C2Cc3ccccc3CN2C(=O)c2ccccc2)cc1 (configuration not stated)	-8	i	1%	24%	-27%	13%	5%	-24%	-16%
O=C(CSc1nc2ccsc2c(=O)n1-c1ccccc1)N1CCCC1	-8	i	13%	0%	2%	5%	-12%	-2%	1%
CCOc1ccc(C(=O)NCc2ccco2)cc1OC	-6	i	-3%	-3%	-9%	15%	0%	6%	-2%
CCCOC(=O)c1ccc(OCC(O)CN2C(=O)NC(C)(C)C2=O)cc1 (configuration not stated)	5	i	6%	1%	0%	3%	1%	0%	-3%
CC(=O)Nc1cccc(-c2ccnc3c2CC(C(=O)Nc2ccc(F)c(Cl)c2)O3)c1 (configuration not stated)	-18	·	?	-1%	?	·	·	-29%	?
O=C(NCc1ccccc1)c1ccc(Br)o1	1	i	2%	-2%	2%	-2%	-7%	7%	-20%
CCC(=O)c1ccc(OCC(=O)OC(C)C(=O)N2CCc3ccccc32)cc1 (configuration not stated)	13	i	1%	-8%	3%	-1%	-4%	-22%	-1%
COc1ccccc1N1CCN(C(=O)CSc2nnc(NC(=O)c3ccco3)s2)CC1	5	i	2%	13%	2%	1%	-1%	5%	2%
COc1ccc(C2CC(c3ccc(F)cc3)=NN2c2ccccc2)cc1OC (configuration not stated)	?	?	-26%	?	0%	16µM*	?	1%	-18%
COc1cc(C(=O)N2CCN(c3cccc(Cl)c3)CC2)ccc1OCC(=O)N1CCOCC1	-12	i	-2%	-4%	·	·	·	-25%	-1%
Cc1c(Cl)cccc1NC(=O)N1CCN(C(=O)c2ccco2)CC1	-6	i	2%	9%	2%	0%	-7%	-7%	12%
COCCCNC(=O)C1CCC(CNS(=O)(=O)c2ccc(Cl)cc2)CC1 (configuration not stated)	-10	i	-7%	-5%	-10%	13%	0%	-16%	-14%
CC(=O)Nc1ccc(N=Cc2ccc[nH]2)cc1	1	i	6%	2%	2%	3%	0%	9%	11%
CC1(C(=O)NS(=O)(=O)c2cccc(OC(F)F)c2)CCN1C(=O)CCc1cccs1 (configuration not stated)	40	i	?	0%	15%	·	·	-1%	10%
O=C(Nc1c(Cl)cc2c(c1Cl)Cc1cc([N+](=O)[O-])ccc1-2)C(Cl)Cl	-24	?	0%	?	12%	18µM*	?	-56%	-7%
Cc1cc(Cl)ccc1C(=O)C1CCCN(C(=O)c2cscn2)C1 (configuration not stated)	-5	i	-4%	-9%	-10%	19%	-31%	-15%	8%
Cc1cc(Oc2ccccc2)nc(SCC(=O)Nc2ccc(Cl)c(Cl)c2)n1	-8	i	-22%	-23%	-19%	?	5%	-22%	-12%
COc1ccccc1C(=O)Nn1c(C2CCC2)nc2ccccc2c1=O	9	?	?	15%	1%	-8%	-1%	-10%	-6%
O=c1c2ccccc2nc(COc2ccccc2)n1/N=C/c1cc([N+](=O)[O-])ccc1O	46	?	-28%	?	?	26%	7%	-26%	-25%
O=C(c1cccs1)n1nc(-c2ccccc2)nc1NCc1ccc(F)cc1	-11	i	-11%	?	-1%	72%	1%	-9%	17%
CC1(C)NS(=O)(=O)Oc2ccccc21	23	i	0%	12%	5%	-9%	-8%	3%	-1%
CC(=O)N1c2ccccc2[C@@H](C)[C@@H]1C	26	i	13%	0%	6%	-1%	-4%	-12%	5%
Cc1cccc(-c2noc(CCCOc3ccc(Cl)cc3Cl)n2)c1	-13	i	11%	0%	0%	?	-5%	-12%	13%
COc1ccccc1N1CCN(C(=O)N2CCOCC2)CC1	0	i	-8%	-3%	-6%	1%	-1%	-33%	1%
CC(=O)C1=C(O)C(=O)N(CCc2ccccc2)C1c1ccccc1[N+](=O)[O-] (configuration not stated)	27	i	1%	13%	-5%	11%	1%	2%	-2%
COC(=O)c1cccc(CN2C(=O)SC(Nc3ccc(C)cc3)C2=O)c1 (configuration not stated)	1	i	0%	1%&17%	-12%&14%	17%	6%	3%&2%	13%
CCOC(=O)C1CCCN(C(=O)c2ccccc2OC(F)(F)F)CC1 (configuration not stated)	12	i	7%	0%	2%	·	·	-1%	5%
Cc1ccc(S(=O)(=O)CC(=O)c2ccc(C(C)(C)C)cc2)cc1	10	i	-1%	-1%	3%	-13%	-6%	-25%	-2%
CCN(CC)C(=O)c1ccc2c3c(cccc13)C(=O)N(CCc1ccc(OC)c(OC)c1)C2=O	-73*	·	11%	?	?	?	110%	-4%	0%
CCn1c(SCC(=O)NC(C)(C)C)nnc1-c1ccoc1C	-11	i	5%	6%	-3%	-2%	0%	-3%	7%

Limited to IL-1B inflam inh, for some of the entries so far:
Molecule | IL-1B inflam inh
CCOC(=O)C1CCCN(C(=O)c2ccccc2OC(F)(F)F)CC1 (configuration not stated) | 12
CC(=O)C1=C(O)C(=O)N(CCc2ccccc2)C1c1ccccc1[N+](=O)[O-] (configuration not stated) | 27

(more compounds)
mol	IL-1B inflam inh	ATXN viability	HT1080 IDH1KD tx	KB-3-1 cytotox	ATXN2 expr inh	MCF10A rereplic	SW480 rerep	HepG2 tox	HT1080NT lethal
O=C1N2CCSC2=NC1(Nc1ccccn1)C(F)(F)F (configuration not stated)	2	i	25%	0%	-3%	24%	3%	-19%	21%
CC1CCN(c2ccc(C(=O)O)cc2NS(=O)(=O)c2ccc(Br)cc2)CC1	1	i	-10%	-4%	-2%	5%	0%	-17%	0%
Nc1nc(COc2ccccc2C=O)nc(Nc2ccccc2)n1	7	?	-2%	12%	2%	-3%	-18%	3%	-3%
O=C(Cn1cccc1C(=O)c1ccccc1)NCCCc1ccccc1	-2	i	3%	-5%	7%	-4%	-16%	-23%	0%
COc1ccc(C(=O)C2CCCN(C(=O)c3n[nH]c4c3CCCC4)C2)cc1OC (configuration not stated)	9	i	-2%	7%	-3%	5%	29%	0%	-13%
CCCc1cc(=O)[nH]c(SCC(=O)Nc2ccc(C)c(S(=O)(=O)N3CCCCC3)c2)n1	8	·	0%	-9%	·	8%	10%	-21%	8%
CCNC(=O)NC(=O)CSc1ccc(S(=O)(=O)N(C)C2CCCCC2)cn1	-11	?	0%	-6%	-14%	7%	-3%	9%	-9%
O=C(c1ccc(Cl)cc1Cl)N1CCOCC1	0	i	6%	?	4%	-7%	1%	15%	13%
Cc1nc(NC(=O)C2CC2)sc1C(=O)Nc1cccc(Cl)c1	15	?	?	-8%	-33%	-1%	3%	-21%	?
CCOC(=O)C1CCCN(c2cc(=O)n(C3CCCCC3)c(=O)[nH]2)C1 (configuration not stated)	8	i	-5%	0%	·	-1%	?	-10%	-6%
